Screening data (PubChem BioAssay)
KOR beta-arrestin-1: KOR agonists, beta-arrestin recruitment, primary screen, cell-based, luminescence, uHTS (AID 1777); KOR beta-arrestin recruitment, luminescence; higher % means a stronger effect; activation, % at 10 µM, or EC50 in µM where a hit was titrated; hit rate 0.02% among 280,000; in the data active means activation above about 50%, passing the limit was not always enough; further: a part of the inactive calls stands beside numbers as strong as those of hits
AID2073: disruptors of CaV2.2 binding to Mint1 – biochemical, HTRF (AID 2073). HTRF protein-protein interaction, Mint1-CaV2.2; higher % means a stronger effect. one-dose inhibition, % at 20 µM; IC50 in µM for titrated hits. hit rate 0.19% among 290,000; in the data active means inhibition mostly above about 51%, no sharp cut-off; further: some results filed as inactive read as strong as hits
P. falciparum M17LAP: P. falciparum M17LAP inhibitors, primary screen, biochemical, fluorogenic H-Leu-NHMec substrate, 1536-well (AID 1619) | hit rate 0.38% among 220,000 | inhibition, % at 30 µM; hits with a dose series show IC50 in µM | recombinant M17LAP, H-Leu-NHMec fluorogenic kinetic assay; higher % means a stronger effect;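 active means compound inhibiting the enzyme by more than half at any dose during confirmatory dose-response retesting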;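 further: plate controls were full reaction with DMSO carrier for no effect and no enzyme background for full effect; strong numbers were not always called active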
P. falciparum M1AAP: malaria alanyl aminopeptidase activity blockers – biochemical, fluorogenic H-Leu-NHMec substrate, 1536-well (AID 1445). recombinant M1AAP, H-Leu-NHMec fluorogenic kinetic assay; higher % means a stronger effect. inhibition, % at 30 µM, or IC50 in µM where a hit was titrated. hit rate 0.42% among 220,000;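 active means primary inhibition above the hit cutoff, then over 50% inhibition at one or more dose response concentrations, cut at about 23% in these data, passing the limit was not always enough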;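 further: plate controls were DMSO full reaction for no effect and no enzyme background for full effect; strong numbers were not always called active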
NOD1 inhibition: NOD1 signaling inhibitors, primary screen, cell-based, luminescence, uHTS (AID 1578); inhibition, % at 4 µM, or EC50 in µM where a hit was titrated; hit rate 1% among 290,000; NOD1-driven NF-kB luciferase reporter cells, luminescence; higher % means a stronger effect; in the data active means inhibition mostly above about 36%, no sharp cut-off; inactive means mostly below about 34%;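 further: HEK-293T reporter cells stimulated with the NOD1 agonist gamma-tri-DAP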
Dynein cargo inh: blocks dynein driven cargo transport along microtubules | 3617.4 mouse cells, GR-EGFP nuclear translocation imaging; test concentration mostly 20 µM; stimulated with dexamethasone, 1 µM; active compounds read low | z-score, hits read low | hit rate 0.47% among 220,000;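 active means plate z-score of nuclear minus cytoplasmic receptor signal below a set negative limit, without overly bright fluorescence or cell loss, cut at about -3.5 in these data, passing the limit was not always enough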;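 further: z-score of nuclear minus cytoplasmic ring GR-EGFP intensity difference per well; some compounds called inactive have numbers as strong as hits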
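Buffer or medium: tet-free medium with charcoal-stripped serum / Also added: dexamethasone agonist, 1.0 µM final, for 30 min / Timing: induction 48 h, compound 1 h, agonist 30 min / Measured by: high-content fluorescence imaging after fixation / Read-out: nuclear-to-cytoplasmic GR-EGFP distribution per well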
GPR55 beta-arrestin: GPR55 agonists via beta-arrestin recruitment, primary screen, imaging, U2OS cells, beta-arrestin-GFP redistribution (AID 1961). hit rate 0.048% among 290,000. activation, % at 10 µM, or EC50 in µM where a hit was titrated. U2OS GPR55 beta-arrestin-GFP redistribution imaging; higher % means a stronger effect;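 active means activation above 40% with more than 50 cells counted in the well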;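 further: U2OS osteosarcoma cells stably expressing GPR55 and beta-arrestin-GFP; plate controls were DMSO negative control for no effect and LPI positive control for full effect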
HEK293 NOD2/NF-kB: inhibition of NOD2-driven NF-kB reporter – cell-based, luminescence, uHTS, HEK293 (AID 1566). HEK293 NOD2/NF-kB luciferase reporter, luminescence; higher % means a stronger effect. inhibition, % at 4 µM, or EC50 in µM where a hit was titrated. hit rate 0.63% among 290,000; further: many of its hits are not listed in these tables
KOR beta-arrestin-2: KOR antagonists, beta-arrestin recruitment, cell-based, luminescence, uHTS (AID 1778). one-dose inhibition, % at 10 µM; IC50 in µM for titrated hits. KOR beta-arrestin recruitment, luminescence, antagonist mode; higher % means a stronger effect. hit rate 0.091% among 290,000; further: strong numbers were not always called active
Dynein cargo inh cytoplasmic EGFP: second read-out of Dynein cargo inh, no call of its own (marks repeat the call); z-score; measured here: cytoplasmic GR-EGFP intensity; active compounds read high
Dynein cargo inh nuclear GR-EGFP: second read-out of Dynein cargo inh, no call of its own (marks repeat the call); z-score; measured here: nuclear GR-EGFP intensity;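 lower value marks the stronger effect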
Dynein cargo inh cell count: further read-out of Dynein cargo inh, marked with its call; z-score; measured here: cell count per field
The depositor's hits bear a star; . = no result given; [ ] = remark or other dose. Unless noted, no stated cut-off is given here; in the data, active means inhibition above about 50%; inactive means the rest. An excerpt; rates above refer to the full screens.

Value order – KOR beta-arrestin-1 | AID2073 | P. falciparum M17LAP | P. falciparum M1AAP | NOD1 inhibition | Dynein cargo inh | Dynein cargo inh cytoplasmic EGFP | Dynein cargo inh nuclear GR-EGFP | Dynein cargo inh cell count | GPR55 beta-arrestin | HEK293 NOD2/NF-kB | KOR beta-arrestin-2
- O=C(Nc1ccccc1F)N(Cc1ccc(F)cc1)Cc1nc2ccccc2c(=O)[nH]1
  2.7% | 16% | 13% | 6% | -17% | -0.92 | -0.3 | -0.88 | 0.97 | -0.2% | -8% | -48%
- CCc1ccccc1NC(=S)NC1CC2CCCC(C1)N2Cc1cccs1 (centres undefined)
  -2.7% | 13% | -2% | 0% | -32% | . | . | . | . | -0.3% | -40% | 30%
- O=C(Oc1ccccc1/C=C\C(=O)c1cc2ccccc2o1)c1ccccc1
  1.2% | 14% | 2% | 7% | -39% | -3.1 | 0.38 | -1.8 | 0.8 | . | -23% | .
- Cc1ccc(-n2c(-c3ccco3)nc3c(cnn3-c3ccccc3C)c2=O)cc1
  -4.5% | 0% | 6% | 5% | 1% | -0.33 | -0.16 | -0.17 | -0.34 | -0.1% | 11% | -22%
- Cc1cccc(-n2c(-c3ccoc3C)n[nH]c2=S)c1
  7.4% | 19% | 10% | 3% | -3% | 0.059 | -0.2 | 0.017 | -1 | 0.1% | -2% | -32%
- COc1cc(NC(=O)C2=C(N3CCOCC3)/C(=C\c3ccc(N(C)C)cc3)CCC2)cc(OC)c1OC
  -1.2% | 0% | 8% | 12% | 18% | -1.9 | 0.65 | -1 | 0.11 | 5.7% | -14% | -7%
- CS(=O)(=O)c1ccc2nc(NC(=O)CC3CCCC3)sc2c1
  -0.4% | 2% | 8% | 0% | -10% | -0.36 | -0.27 | 0.63 | 0.13 | -0.3% | -32% | -18%
- COc1cc2c(cc1OC)C(c1ccccc1)NC(C)(C)C2 (centres undefined)
  -1.4% | 8% | . | . | -7% | . | . | . | . | -0.2% | -11% | 15%
- Cc1ccsc1/C=N/Nc1ncnc2nc[nH]c12
  1.2% | -7% | 43% | 11% | -47% | -0.77 | -0.23 | -1 | 2.7 | -0.6% | -97% | -42%
- S=C(Nc1ccccn1)NC1CCCC1
  -1.7% | 23% | 1% | 9% | 4% | -0.6 | -0.27 | -0.16 | 0.4 | -0.1% | 15% | -24%[20 µM]
- O=C(Cn1ccsc1=NC(=O)c1ccco1)c1ccccc1
  -2.4% | 7% | 9% | -8% | 14% | 0.15 | -0.19 | 0.26 | 0.57 | -0.2% | 8% | 28%
- COc1ccc2oc3ccccc3c(=O)c2c1
  -4.7% | -2% | -100% | 10% | -7% | 0.072 | -0.27 | 0.014 | -0.17 | -0.1% | 7% | 3%
- Cc1cc(C)cc(N(CC(=O)NCc2cccnc2)S(C)(=O)=O)c1
  6.0% | 3% | -1% | -9% | -11% | 0.68 | -0.33 | 0.39 | -0.37 | 0.0% | -6% | -1%
- Cc1cc(C(=O)CSc2nnc(-c3ccccc3)o2)c(C)n1CC1COc2ccccc2O1 (centres undefined)
  5.2% | 22% | 1% | 2% | 46% | 3.7 | 0.18 | 2.6 | -2.5 | 0.2% | 26% | -32%
- NS(=O)(=O)c1ccc(NS(=O)(=O)c2cccs2)cc1
  -0.7% | 1% | 0% | 0% | -7% | 0.41 | -0.033 | 0.22 | -0.22 | -0.1% | -6% | -45%
- Cc1nc(-c2ccc(O)c(O)c2)cs1
  -5.3% | 5% | 25µM* | 3% | 0% | -0.58 | -0.056 | -0.1 | 0.76 | 0.2% | 9% | -24%
- Cc1[nH]nc(SCC(=O)N2CCOCC2)c1[N+](=O)[O-]
  -3.7% | -10% | 17% | -1% | -21% | -0.72 | 0.34 | -0.57 | 1.3 | 0.0% | 6% | 1%
- CN1CCC(=NNC(=O)CN(c2cccc(Br)c2)S(C)(=O)=O)CC1
  5.1% | 0% | 12% | -1% | -11% | -0.92 | -0.28 | -0.41 | 2.3 | -0.4% | 0% | -8%
- O=S(=O)(c1cccc(-c2nnc(SCc3nc4ccccc4s3)o2)c1)N1CCOCC1
  2.9% | -7% | -16% | 4% | -6% | -0.41 | -0.14 | -0.32 | 0.13 | -0.1% | -42% | -20%
- COc1ccc(C(=O)NNC(=O)CCC(=O)Nc2ccc(C)cc2C)cc1
  -2.3% | 4% | . | . | -13% | . | . | . | . | -0.2% | 17% | -25%
- CCOc1ccc(Cc2nc(C)c(CC(=O)N3CCOCC3)c(=O)[nH]2)cc1
  5.5% | -2% | -4% | 6% | 2% | -1.1 | -0.058 | -0.18 | -0.0049 | 0.0% | 13% | -33%
- O=C(CSc1nnc(-c2cccc(S(=O)(=O)N3CCCC3)c2)n1-c1ccccc1)Nc1ccc(C(=O)O)cc1
  -1.0% | 8% | -8% | 3% | -27% | 3.2 | 0.83 | 1.9 | -1.3 | 0.1% | 20% | 0%
- CCCNC(=S)N1CCC(C(=O)c2ccc(OC)cc2)CC1
  -4.4% | -18% | 10% | 8% | -5% | 0.14 | -0.23 | 0.22 | -0.091 | -0.3% | 15% | -12%
- O=C(c1ccco1)N1CCN(C(=S)Nc2ccc(F)cc2)CC1
  3.8% | -6% | . | . | -11% | . | . | . | . | 0.2% | 4% | 19%
- Cc1cc(C)cc(NC(=O)C2CCCN2S(=O)(=O)c2cccc3cccnc23)c1 (centres undefined)
  -1.1% | 16% | . | . | 25% | . | . | . | . | -0.3% | 0% | -36%
- O=C(Nc1ccc(F)cc1)C1CC2CCC1C2 (centres undefined)
  8.0% | 14% | . | . | 12% | . | . | . | . | 0.2% | 20% | -13%
- O=C(CSc1nc2ccccc2o1)N/N=C/c1ccccc1
  5.9% | 21% | 17% | 1% | -31% | -0.65 | 2.6 | 0.28 | 0.23 | 0.2% | -81% | 17%
- O=C(O)CCCCCCCCc1cn(CCc2c[nH]c3ccccc23)nn1
  1.0% | 2% | . | . | -29% | . | . | . | . | 0.0% | -12% | -25%[20 µM]
- Fc1ccc(COc2ccccc2C(=S)N2CCCC2)cc1
  -1.8% | -13% | 11% | -3% | -45% | 0.25 | -0.27 | 0.27 | -0.58 | -0.1% | -20% | 10%
- CCOC(=O)CC(=O)CSc1ncnc2c1nnn2-c1ccc(OC)cc1
  -2.7% | 9% | 7% | -1% | -36% | -0.48 | -0.27 | -0.32 | 1.3 | -0.3% | -6% | -14%
- Cc1onc(-c2ccccc2)c1C(=O)N/N=C/c1cc(Br)c(Br)o1
  0.1% | 18% | 9% | 7% | 10% | -0.09 | -0.32 | -0.43 | 0.3 | 0.6% | 20% | 19%
- O=S(=O)(c1ccccc1)N1CCN(CC2CC3C=CC2C3)CC1 (centres undefined)
  -4.8% | 7% | -5% | -4% | -13% | 1.2 | -0.23 | 0.6 | 0.22 | -0.1% | 2% | -21%[20 µM]
- COc1ccc(S(=O)(=O)N(CC(=O)Nc2cc(C)on2)Cc2ccccc2)cc1
  2.4% | 2% | 1% | -2% | 10% | 0.98 | -0.15 | 0.65 | -0.74 | -0.1% | 2% | 2%
- COc1ccc(NC(=O)C2C3CC/C=C\CCC32)cc1 (centres undefined)
  0.1% | -1% | -1% | 1% | -6% | 0.023 | -0.24 | -0.25 | 0.47 | -0.1% | 11% | 16%
- CCOc1ccccc1-c1cc(C(=O)N2CCOCC2)c2ccccc2n1
  -1.9% | 9% | . | . | -28% | . | . | . | . | 0.0% | 0% | -2%
- COc1ccc(C(CC(=O)Nc2ccc(C)cc2)NC(=O)C(F)(F)F)cc1 (centres undefined)
  -3.7% | -6% | -2% | -1% | -13% | 0.12 | -0.2 | 0.19 | 0.35 | -0.6% | 11% | 16%
- Cc1cccc(NC(=O)CN2C(=O)N/C(=C/c3ccc(C)o3)C2=O)c1
  -4.6% | 45% | 52% | 9% | -15% | 1.1 | 1 | 1.7 | -1.9 | -0.2% | 4% | 35%
- N#Cc1ccccc1Cn1c(=O)n(CCCC(=O)NCc2ccc3c(c2)OCO3)c(=O)c2ccccc21
  -0.4% | -5% | -6% | 7% | -15% | 2.2 | -0.0062 | 3.1 | -2 | -0.2% | 3% | -23%
- Cc1ccc(CNCC2CCCO2)o1 (centres undefined)
  2.2% | -4% | 4% | 12% | -35% | -0.11 | -0.3 | 0.13 | -0.18 | -0.1% | 7% | 16%
- CN1CCN(CCCCOc2ccc(Br)cc2)CC1
  -1.1% | 7% | . | . | -16% | . | . | . | . | 0.3% | 1% | 6%[20 µM]
- COc1ccc(-n2nnc3c(SC(C(C)=O)C(=O)N(C)C)ncnc32)cc1 (centres undefined)
  -0.2% | 2% | . | . | -12% | . | . | . | . | -0.2% | -2% | -19%
- CCOCC(=O)Nc1nnc(C)s1
  -3.9% | -17% | 1% | -2% | -13% | -0.8 | -0.26 | -0.99 | 0.44 | 0.2% | -2% | 7%
- COc1ccc(OCC(O)CNC(=O)c2ccccc2)cc1 (centres undefined)
  -0.4% | 3% | 3% | -9% | 0% | -0.67 | -0.29 | -0.56 | 0.76 | -0.2% | 13% | 2%
- CCCOc1ccc(/C=N/NC(=O)CN2CCCCC2)cc1OCC
  -3.4% | -5% | . | . | -23% | . | . | . | . | 0.4% | 3% | 5%
- O=[N+]([O-])c1ccc(Cl)c(CN2CCC(O)CC2)c1
  0.4% | -18% | 14% | -4% | -26% | -0.018 | -0.31 | -0.4 | 0.1 | 0.2% | 2% | -42%
- COc1ccc(-n2c(C)cc(/C=N/Nc3nc(N4CCOCC4)nc(N4CCOCC4)n3)c2C)cc1
  -1.0% | 22% | 12% | 3% | -2% | 0.057 | -0.23 | 0.1 | 0.18 | 0.0% | 22% | 26%
- CC(=O)Nc1ccc([N+](=O)[O-])cn1
  5.6% | 5% | 12% | 2% | -49% | 0.49 | -0.21 | -0.48 | -0.46 | 0.3% | -11% | -32%
- COc1cc(C(C(=O)NC(C)(C)C)N(Cc2ccccc2)C(=O)c2cnccn2)cc(OC)c1OC (centres undefined)
  -0.7% | -15% | -4% | 11% | 10% | -0.78 | -0.32 | -0.23 | -0.32 | -0.1% | -4% | 1%
- O=C(Nc1ccncc1)c1ccc2c(c1)OCCO2
  -0.2% | -5% | 6% | 14% | 6% | 0.53 | -0.13 | 1 | -0.61 | 0.7% | 12% | -17%
- COc1ccc(-c2c(-c3ccccc3OC)sc3ccccc23)cc1
  1.1% | 10% | . | . | 44% | . | . | . | . | 0.4% | 4% | -10%[20 µM]
- Cn1nc(C(F)(F)F)c(/C=N/OC(=O)c2ccccc2)c1SCc1ccc(Cl)cc1
  -3.8% | 3% | 1% | 3% | 5% | 0.24 | 0.031 | 0.73 | -0.35 | 0.4% | 22% | 0%
